PMI inhibition – MPI inhibition at elevated mannose 6-phosphate – biochemical, fluorescence intensity, high mannose 6-phosphate, primary screen (AID 1220). recombinant PMI enzyme, coupled fluorescence intensity; higher % means a stronger effect. inhibition, % at 20 µM, or IC50 in µM where a hit was titrated. hit rate 0.66% among 190,000
TNAP activation fold – stimulation of alkaline phosphatase TNAP activity – biochemical, luminescent, no phosphate acceptor, uHTS, primary screen (AID 1001) | purified TNAP, luminescent activation assay, no phosphate acceptor; higher activation fold means a stronger effect | hit rate 0.03% among 200,000 | activation fold at 20 µM, or EC50 in µM where a hit was titrated; in the data active = activation fold from about 3, or a potency from the dose series; inactive = the rest, 99 in 100 with activation fold below about 1.6; note: many of its hits are not listed in these tables
XIAP antagonists – XIAP antagonists, biochemical, IAP family, fluorescence polarization (AID 1018); XIAP BIR domain, fluorescence polarization peptide displacement; higher % means a stronger effect; displacement, % at 20 µM, or IC50 in µM where a hit was titrated; hit rate 0.007% among 200,000; in the data active = displacement above about 50%; note: a part of the inactive calls stands beside numbers as strong as those of hits
M17LAP inhibition – P. falciparum M17LAP inhibitors, primary screen, biochemical, fluorogenic H-Leu-NHMec substrate, 1536-well (AID 1619); hit rate 0.38% among 220,000; recombinant M17LAP, H-Leu-NHMec fluorogenic kinetic assay; higher % means a stronger effect; inhibition, % at 30 µM, or IC50 in µM where a hit was titrated;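 active = compound inhibiting the enzyme by more than half at any dose during confirmatory dose-response retesting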;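 note: plate controls were full reaction with DMSO carrier for no effect and no enzyme background for full effect; strong numbers were not always called active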
P. falciparum M1AAP – P. falciparum M1AAP inhibitors, biochemical, fluorogenic H-Leu-NHMec substrate, 1536-well (AID 1445); recombinant M1AAP, H-Leu-NHMec fluorogenic kinetic assay; higher % means a stronger effect; hit rate 0.42% among 220,000; one-dose inhibition, % at 30 µM; IC50 in µM for titrated hits;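 active = primary inhibition above the hit cutoff, then over 50% inhibition at one or more dose response concentrations, cut at about 23% in these data, passing the limit was not always enough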;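 note: plate controls were DMSO full reaction for no effect and no enzyme background for full effect; strong numbers were not always called active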
K1F lysis inhibition – protection from phage-mediated lysis, alamar blue read-out – E. coli UTI89, K1F phage, bacterial capsule biogenesis inhibitors (AID 488966); E. coli UTI89 K1F phage lysis, alamar blue, 2 h; higher % means a stronger effect; one-dose inhibition, % at 100 µM; IC50 in µM for titrated hits; hit rate 0.02% among 340,000;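 active = phage lysis inhibition, versus mean bacterial control, above a set limit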;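 note: capsule biogenesis inhibitors block K1F phage lysis so surviving cells raise fluorescence; higher fluorescence means more inhibition of phage lysis; actives were called in the ten point dose series up to 300 µM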
SIAH1 antagonists – Siah-1 peptide-binding antagonists, primary screen, biochemical, fluorescence polarization, rhodamine-plectin, uHTS (AID 1817). Siah-1 / rhodamine-plectin peptide fluorescence polarization; higher % means a stronger effect. displacement, % at 20 µM; hits with a dose series show IC50 in µM. hit rate 0.02% among 290,000;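 active = displacement of at least 50% at 20 µM, with a fluorescence ratio check between 0.3 and a set limit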;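 note: plate controls were Siah plus tracer with DMSO for no effect and tracer alone without Siah for full effect; strong numbers were not always called active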
PMI inhibitors – inhibitors of human PMI, primary screen, biochemical, fluorescence intensity, coupled assay (AID 1209); purified PMI enzyme, coupled fluorescence intensity; higher % means a stronger effect; inhibition, % at 20 µM, or IC50 in µM where a hit was titrated; hit rate 0.42% among 190,000;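 note: plate controls were DMSO vehicle for no effect and wells lacking substrate for full effect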
Hep lipid drop – hepatic lipid droplet formation modulation; hit rate 0.4% among 240,000; AML12 mouse hepatocytes, oleate lipid droplets, BODIPY imaging; inhibition, % at 6.5 µM;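 active = lipid droplet intensity inhibited by at least 50%, with more than 500 cells counted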
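Material – AML12 mouse liver cells · Also added – oleate loading, 100 µM · Compound dosing – 6.5 µM single-point dosing · Times – overnight treatment with compound plus oleate · Measured by – fluorescence imaging, 20x objective, two fields per well · Read-out – percent inhibition of filter-corrected integrated lipid droplet intensity per well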
Hep lipid drop cells 6.5 µM – second read-out of Hep lipid drop, no call of its own (marks repeat the call); cell count; measured here: cell count, cytotoxicity flag;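 cells counted across two imaged fields per well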
* hit, by the source's call; i = inactive; . = no result given; [ ] = another dose, or the depositor's remark. Cut-off read from the data, not from the text of the source, unless noted: active = inhibition above about 50%; inactive = the rest. No enrichment for hits; overall some 1.9% were active at least once.

SMILES	PMI inhibition	TNAP activation fold	XIAP antagonists	M17LAP inhibition	P. falciparum M1AAP	K1F lysis inhibition	SIAH1 antagonists	PMI inhibitors	Hep lipid drop	Hep lipid drop cells 6.5 µM
CCN(CC)S(=O)(=O)c1ccc(NC(=O)CC(NC(C)=O)c2ccccc2)cc1 (stereo not given)	2%	1.1	-5.6%	7%	-1%	-1.6%	3%	2%	7	764
O=C(NCc1cccnc1)c1cc(Sc2cccc(Cl)c2)nc2ccccc12	-4%	1.1	-6.0%	5%	10%	-0.8%[50 µM]	9%	12%	-3	645
COc1cc(C(N)=O)cc(Br)c1OCc1ccccc1	-1%	1.1	-0.4%	8%	9%	0.9%[50 µM]	9%	1%	-11	653
O=C1CN(C(=O)c2ccc(F)c(S(=O)(=O)N3CCOCC3)c2)c2ccccc2N1	-8%	0.9	-3.4%	1%	7%	0.6%	2%	-5%	3	683
CC(=O)c1cccc(-n2nnnc2SCC(=O)N2CCCC2)c1	13%	1.2	-2.7%	-4%	3%	1.9%	5%	17%	5	659
COc1ccc(/C=C/C(=O)N2CCN(S(=O)(=O)c3ccccc3)CC2)cc1OC	-5%	1.1	-1.8%	19%	-4%	-1.2%	0%	-10%	-3	693
Cc1ccc(S(=O)(=O)N(C)CC(=O)NC2CC(C)(C)NC(C)(C)C2)cc1	4%	1.1	0.4%	3%	-4%	0.3%	-1%	10%	-2	665
CCOC(=O)CNC(=O)N1CCCC(C(=O)c2ccc3c(c2)OCO3)C1 (stereo not given)	.	1.1	-1.7%	13%	0%	0.1%	0%	.	-4	654
CCC(CC)NC(=O)COC(=O)c1ccc(NS(=O)(=O)c2ccc3c(c2)OCCO3)cc1	10%	1	-18%	5%	11%	-0.3%	-4%	12%	13	786
C/C(Cc1ccccc1)=N\NC(=O)CNC(=O)c1cccc(Cl)c1	.	.	.	7%	4%	0.8%	0%	.	4	745
CCCC(C)C(=O)Nc1ccc2c(c1)OCCO2 (stereo not given)	-4%	1.1	-3.0%	8%	-2%	-0.1%	0%	-1%	13	737
O=C(O)CCc1nn2c3ccccc3nc2n(Cc2ccccc2)c1=O	-9%	1.1	-7.9%	-9%	3%	0.2%	-9%	-25%	-3	641
CC1(C)CC(CC(=O)O)(c2ccc(Cl)cc2)CCO1 (stereo not given)	2%	1.1	-22%	-1%	6%	0.0%	1%	6%	-3	790
COc1cccc(CN2CCCC(CNC(=O)c3ccc(F)cc3)C2)c1OC (stereo not given)	.	1	-11%	2%	2%	-0.1%	3%	.	0	713
O=C(NCc1cccc(Cl)c1)NC(=O)c1csc([N+](=O)[O-])c1	.	.	.	4%	2%	0.4%	1%	.	-1	674
Cc1noc(NS(=O)(=O)c2ccc(N/C=C\C(=O)c3ccncc3)cc2)c1C	-11%	1.1	-2.7%	11%	11%	0.2%	0%	-12%	.	.
Cn1c(NCCCN2CCOCC2)nc2c1c(=O)n(Cc1ccc(Cl)cc1)c(=O)n2C	15%	1.1	-3.8%	8%	-1%	0.2%	1%	13%	.	.
COc1ccc2c(c1)C(C)CC(C)(C)N2C(=O)CSc1ncn[nH]1 (stereo not given)	-11%	1.1	-3.3%	34%	-3%	0.3%	-4%	-9%	.	.
CCCc1nnc(NC(=O)CCC(=O)N2CCN(C3c4ccccc4-c4ccccc43)CC2)s1	4%	1	-4.4%	8%	2%	5.7%	2%	7%	-2	454
O=C(CSc1ncnc2c1oc1ccccc12)Nc1nc2ccccc2s1	21%	1	-11%	6%	3%	-0.5%	4%	22%	-3	663
CCC(=O)N1CCc2cc(Br)cc(S(=O)(=O)N3CCCCCC3)c21	-1%	1	-6.2%	-7%	2%	0.0%	3%	0%	-2	736
COc1cccc(C2C3=C(CCCC3=O)NC3=C2C(=O)c2ccccc23)c1 (stereo not given)	.	1	0.0%	23%	1%	.	-8%	.	-14	702
N#CC(C(=O)OC1CCCCC1)c1nc2ccccc2nc1N1CCCCC1 (stereo not given)	0%	0.9	-2.4%	-5%	0%	.	-1%	-2%	.	.
O=C(CSc1ncnc2c1oc1ccccc12)Nc1cccc(F)c1	3%	1	-1.7%	2%	8%	0.1%	2%	-4%	.	.
COC(=O)N/N=C(\C)c1cccs1	.	.	.	8%	-1%	0.0%	14%	.	2	712
C[C@@H]1C[C@@H]2O[C@H]2/C=C\C=C\C(=O)Cc2c(Cl)c(O)cc(O)c2C(=O)O1	27%	1.1	-5.7%	9%	3%	3.5%	-5%	17%	-62	419
COc1ccc(-n2c(=S)[nH]c(=O)c3cccnc32)cc1	.	.	.	-1%	2%	0.3%	-6%	.	6	747
COc1ccc2c(c1)CC1c3c(cc4c(c3-2)OCO4)CC[N+]1(C)[O-] (stereo not given)	.	.	.	10%	0%	5.4%	3%	.	18	719
O=C(/C=C/c1cccs1)Nc1nc(-c2ccccc2)cs1	16%	1	-3.1%	2%	10%	8.5%	2%	14%	2	667
NS(=O)(=O)c1ccc(NC(=O)N2c3ccccc3Sc3ccccc32)cc1	-4%	0.9	-7.1%	-11%	9%	2.9%	-2%	8%	.	.
CCC(=O)Nc1nc(C)c(Oc2ccccc2)c(=O)[nH]1	-4%	1.1	-9.4%	-1%	0%	0.7%	0%	-13%	.	.
Oc1ccccc1-c1cc(-c2ccccc2Cl)[nH]n1	11%	1.2	-2.9%	-6%	7%	-2.6%	8%	23%	10	797
CCn1c(COc2cccc3cccnc23)nnc1SC(F)F	-4%	1.1	-4.8%	-3%	-3%	i	-4%	-10%	32	686
CCOc1ccccc1-n1c(SCC(=O)N2CCCc3ccccc32)nnc1-c1cccnc1	-8%	1.1	-4.3%	1%	2%	-1.4%	-5%	3%	-33	689
CC(C)C12CN3CCN(CC(C3)/C1=N\NC(=O)Nc1ccccc1)C2	-10%	1.2	-2.4%	6%	3%	2.1%	8%	-10%	-1	652
CCSc1ncnc2sc(C)c(C)c12	0%	1.1	-5.6%	-8%	-4%	0.7%[50 µM]	-2%	-7%	-2	600
CCNS(=O)(=O)c1ccc(CCC(=O)Nc2ccccc2C(=O)OC)cc1	-6%	1.1	-1.5%	7%	1%	-2.5%	3%	-3%	-15	656
CCN(CC)c1nc(-c2nn[nH]n2)nc(N(CC)CC)n1	7%	1.1	0.6%	-1%	6%	0.1%	1%	6%	4	744
COc1ccc(OC)c(/C=N/NC(=O)C(=O)N2CCCC2)c1	-2%	1.1	-2.5%	.	.	-0.4%	1%	0%	0	748
CC(=O)Nc1ccccc1N(C)S(=O)(=O)c1ccc(C)cc1	8%	1.1	-8.8%	10%	6%	0.0%	-2%	14%	.	.
O=C(COC(=O)/C=C/c1ccccc1[N+](=O)[O-])NC1CCS(=O)(=O)C1 (stereo not given)	10%	1	-0.9%	-3%	-4%	0.3%	0%	-1%	-14	686
O=C(O)c1cc(-c2ccccc2)c(N2CCOCC2)s1	-8%	1.2	-2.9%	16%	5%	-0.4%	1%	-4%	15	793
Cc1ccc(SCCCn2cnc3ccccc3c2=O)cc1	-7%	1	-0.1%	-3%	-10%	-0.1%	7%	-2%	.	.
COc1cccc(C(=O)C2CCCN(Cc3cccn3-c3cccnc3)C2)c1 (stereo not given)	-4%	1.1	-2.4%	2%	2%	0.5%	6%	-1%	-10	678
O=C(CNc1ccc(Br)cc1)NNC1=NCCC1	-3%	1	-2.8%	-5%	5%	2.0%[50 µM]	5%	-1%	17	752

As a working copy, part of the list above:
SMILES	PMI inhibition	TNAP activation fold	XIAP antagonists	M17LAP inhibition	P. falciparum M1AAP	K1F lysis inhibition	SIAH1 antagonists	PMI inhibitors	Hep lipid drop	Hep lipid drop cells 6.5 µM
Cc1ccc(SCCCn2cnc3ccccc3c2=O)cc1	-7%	1	-0.1%	-3%	-10%	-0.1%	7%	-2%	.	.
COc1cccc(C(=O)C2CCCN(Cc3cccn3-c3cccnc3)C2)c1 (stereo not given)	-4%	1.1	-2.4%	2%	2%	0.5%	6%	-1%	-10	678
O=C(CNc1ccc(Br)cc1)NNC1=NCCC1	-3%	1	-2.8%	-5%	5%	2.0%[50 µM]	5%	-1%	17	752

(more compounds)
SMILES	PMI inhibition	TNAP activation fold	XIAP antagonists	M17LAP inhibition	P. falciparum M1AAP	K1F lysis inhibition	SIAH1 antagonists	PMI inhibitors	Hep lipid drop	Hep lipid drop cells 6.5 µM
CCCn1c2c(c(O)c(C(=O)Nc3ccccc3)c1=O)CCCC2	-1%	1.1	-2.2%	-3%	-4%	0.2%	-1%	-11%	.	.
COCCNC(=O)c1onc(CSc2cccc(OC)c2)c1C(=O)O	-10%	1.1	2.4%	8%	-1%	2.0%	6%	-18%	.	.
C=CCc1cc(Cl)ccc1OCCCNCCO	11%	1	-8.6%	6%	2%	0.6%	-2%	14%	0	622
CC(C)CN1CCN(Cc2ccc3ncccc3c2)CC1CCO (stereo not given)	6%	1	-8.9%	-5%	1%	0.4%	1%	7%	2	712
FC(F)(F)C12CC(c3ccccc3)=NCCN1CCN2 (stereo not given)	-2%	1	-3.7%	6%	4%	0.2%	0%	4%	.	.
Cc1ccc(Cc2cnc(NC(=O)c3ccco3)s2)cc1	-32%	1	-6.2%	-5%	0%	4.3%	1%	-23%	15	769
COc1ccc(/C=C2\C(=O)NC(=S)N2C(=O)c2ccc(C)cc2)cc1	16%	1	-3.2%	11%	5%	-1.4%	39%	13%	-1	508
Cc1cnc(C)c(N2CCC(C(=O)NC(C)c3cccs3)CC2)n1 (stereo not given)	6%	1.1	-4.7%	10%	3%	1.9%	2%	-1%	.	.
CCC(=O)Nc1ccc(C(=O)CSc2nnc(-c3ccc(NS(C)(=O)=O)cc3)n2C)cc1OC	5%	1.1	-7.1%	-5%	3%	4.2%	5%	10%	5	532
COc1ccc2[nH]cc(S(=O)(=O)c3ccc(C(C)C)cc3)c(=O)c2c1	0%	1.1	-4.0%	-1%	5%	-0.4%	27%	-2%	0	708
COC(=O)C1C(O)=C(C=Nc2cccc3ccccc23)C(=O)CC1(C)C (stereo not given)	.	.	.	-6%	11%	-0.7%	4%	.	14	820
Cc1nn(Cc2ccccc2)c(C)c1NC(=O)c1cccs1	-4%	1.1	-1.7%	18%	7%	0.0%	13%	-4%	-32	662
COCCNS(=O)(=O)c1ccc2c(c1)oc(=O)c1cc(S(=O)(=O)NCCOC)ccc12	6%	1.1	-4.3%	-5%	-1%	.	3%	7%	-3	668

Entries of single compounds from above. Order of values: PMI inhibition | TNAP activation fold | XIAP antagonists | M17LAP inhibition | P. falciparum M1AAP | K1F lysis inhibition | SIAH1 antagonists | PMI inhibitors | Hep lipid drop | Hep lipid drop cells 6.5 µM
C=CCc1cc(Cl)ccc1OCCCNCCO is entered as 11% | 1 | -8.6% | 6% | 2% | 0.6% | -2% | 14% | 0 | 622
COCCNS(=O)(=O)c1ccc2c(c1)oc(=O)c1cc(S(=O)(=O)NCCOC)ccc12 is entered as 6% | 1.1 | -4.3% | -5% | -1% | . | 3% | 7% | -3 | 668

Compound activity (PubChem)
